Screening results deposited in PubChem BioAssay by several laboratories.
Mcl1 Bid PPI = disrupts binding of human Mcl-1 to Bid peptide; hit rate 0.97% among 220,000; TR-FRET Mcl-1/Bid-Dy647 peptide binding, 1536-well; inhibition, % at 21.7 µM;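 active means compounds that cut the binding signal by more than half at the single screening dose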;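 further: His-tagged Mcl-1 with europium anti-His antibody binding Bid BH3 peptide; 0% = Mcl-1 plus peptide wells and 100% = peptide-only wells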
Target sequence (Q07820 whole entry, looked up): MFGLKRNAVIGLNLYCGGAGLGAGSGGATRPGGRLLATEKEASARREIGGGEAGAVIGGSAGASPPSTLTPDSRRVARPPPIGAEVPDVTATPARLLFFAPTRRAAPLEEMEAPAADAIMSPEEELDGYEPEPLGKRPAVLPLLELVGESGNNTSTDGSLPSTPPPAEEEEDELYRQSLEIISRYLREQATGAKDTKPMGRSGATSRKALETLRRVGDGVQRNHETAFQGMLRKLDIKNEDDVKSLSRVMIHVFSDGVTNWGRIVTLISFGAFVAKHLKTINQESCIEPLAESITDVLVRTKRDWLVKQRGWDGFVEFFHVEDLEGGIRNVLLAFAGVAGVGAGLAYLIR
Rab7 wt GTP bind = dog Rab7 wildtype GTP binding, inhibitors and activators; GST-Rab7 beads, fluorescent GTP binding, flow cytometry; actives lie on both sides; untreated = 100%, excess cold GTP = 0%; AID 758; GTP binding activity (percent of control), % at 10 µM; hit rate 0.055% among 190,000;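 active means fluorescent GTP binding to Rab7 beads changed by at least 20 points from the 100% baseline, either direction, mostly lower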;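 further: median green fluorescence of bound Bodipy-FL-GTP per Rab7 bead population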
Mcl1 Noxa PPI = Mcl-1/Noxa interaction inhibition; Q07820; TR-FRET Mcl-1/Noxa peptide binding, 2 h; inhibition, % at 21.7 µM; hit rate 1.5% among 220,000; AID 1022;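 active means compounds that cut the protein-peptide binding signal by more than 50% relative to plate controls in a single-dose test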;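 further: His-tagged Mcl-1 with rhodamine Noxa BH3 peptide and terbium anti-His antibody; 0% = Mcl-1 plus Noxa peptide wells and 100% = peptide-only wells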
Cdc42 wt = changes GTP binding to wildtype human Cdc42; percent activity (GTP binding), % at 10 µM; AID 761; P60953; GST-Cdc42 beads, Bodipy-GTP binding, flow cytometry; actives lie on both sides; hit rate 0.2% among 190,000;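 active means percent activity GTP binding at least 20 points away from the 100% baseline, either down as inhibitor or up as activator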;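 further: median bead fluorescence of bound Bodipy-FL-GTP at 100 nM; 0% = excess unlabeled GTP control and 100% = no compound control; below 100% means less GTP binding so inhibitor and above means activator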
Target sequence (P60953 whole entry, looked up): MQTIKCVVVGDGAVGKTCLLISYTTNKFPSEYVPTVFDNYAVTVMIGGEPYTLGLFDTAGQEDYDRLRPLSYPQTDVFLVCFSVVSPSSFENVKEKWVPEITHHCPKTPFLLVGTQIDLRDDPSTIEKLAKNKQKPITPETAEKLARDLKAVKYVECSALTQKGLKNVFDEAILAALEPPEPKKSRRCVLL
HRas wt GTP = modulators of GTP binding to human HRas wildtype. P01112. hit rate 0.14% among 190,000. AID 759. GTP binding activity, % at 10 µM. GST-Ras wt beads, Bodipy-FL-GTP binding, flow cytometry; actives lie on both sides;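 active means GTP binding activity at least 20% away from the 100% baseline, either lowered as inhibitor or raised as activator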;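 further: 0% = unlabeled GTP competition control and 100% = no-compound control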
Target sequence (P01112 whole entry, looked up): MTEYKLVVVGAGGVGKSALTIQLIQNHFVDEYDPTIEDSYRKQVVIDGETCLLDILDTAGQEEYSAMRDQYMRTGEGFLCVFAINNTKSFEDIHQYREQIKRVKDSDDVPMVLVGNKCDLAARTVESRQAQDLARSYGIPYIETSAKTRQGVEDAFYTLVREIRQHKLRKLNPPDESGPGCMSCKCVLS
Pf gametocyte = kills late stage P. falciparum gametocytes | P. falciparum stage V gametocytes, ATP luminescence, 24 h | inhibition, % at 10.9 µM | hit rate 0.065% among 150,000 | AID 743093;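 active means inhibition above the mean plus 3 SD of compounds within the control limits, set per campaign, cut at about 38% in these data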;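 further: 0% = DMSO wells and 100% = medium only without gametocytes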
Rac1 mut GTP = human Rac1 activated mutant GTP binding change | GST-Rac1 activated beads, fluorescent GTP binding, flow cytometry; actives lie on both sides; 100% means binding = to untreated wells | hit rate 0.11% among 190,000 | P63000 | percent activity (GTP binding), % at 10 µM | AID 764;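 active means GTP binding at least 20 percentage points away from the 100% baseline, in either direction, so actives lie on both sides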
Avidin bead fluor = compound fluoresces at 488/530 nm on avidin beads | hit rate 0.38% among 220,000 | fluorescence (KMESF) at 10 µM | compound fluorescence 488/530 nm, flow cytometry; hits give high values | AID 1775; in the data active means fluorescence above about 47; further: inactives centre near 10
Rac1 wt GTP bind = alters GTP binding to wildtype human Rac1; P63000; GST-Rac1 beads, fluorescent GTP binding, flow cytometry; actives lie on both sides; 0 = cold GTP competed, 100 = untreated; GTP binding activity (% of control), % at 10 µM; hit rate 0.27% among 190,000;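 active means GTP binding activity at least 20 points away from the 100% control level, either lower or higher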
Rab2A wt mod = changes GTP binding to wildtype dog Rab2A, up or down | hit rate 0.19% among 190,000 | GST-Rab2 wt beads, Bodipy-GTP binding, flow cytometry | GTP binding activity, % at 10 µM | P61105;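 active means GTP binding activity at least 20 points away from 100%, either lowered or raised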;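 further: 0% = beads with excess unlabeled GTP and 100% = no-compound control corrected for plate trend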
Mcl-1 Bim block = disrupts Bim peptide binding to human Mcl-1; Q07820; Bead-based flow cytometry, Bim peptide-Mcl-1 binding; inhibition, % at 10 µM; hit rate 0.1% among 190,000; AID 1009; in the data active means inhibition above about 40%;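 further: 0% = no compound tracer wells and 100% = peptide blocker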
* hit, by the source's call; / = not tested or not shown. Hits appear at their usual frequency; 2.7% or so of the library scored in one or more.

Below each SMILES – Avidin bead fluor	Rac1 mut GTP	Rab7 wt GTP bind	Pf gametocyte	HRas wt GTP	Mcl1 Bid PPI	Rac1 wt GTP bind	Rab2A wt mod	Cdc42 wt	Mcl1 Noxa PPI	Mcl-1 Bim block
1	CCN(CC)c1ccc(C(=O)OCc2c(C)noc2C)cc1
    11	98	98	19	100	-11	104	97	98	7	-5
2	OCc1n[nH]c(CO)n1
    13	102	98	-10	101	-18	104	102	107	-8	-1
3	O=C(Nc1cc2nn(-c3ccccc3)nc2cc1Cl)c1ccco1
    17	93	100	12	99	33	99	97	97	29	0
4	O=C(CCCN1C(=O)c2cccc3cccc(c23)C1=O)N1CCN(c2ccccc2O)CC1
    11	100	99	-7	100	-22	103	98	102	55*	-4
5	COc1cccc(CNc2ncn[nH]2)c1OCc1ccccc1F
    4	95	105	-17	99	-29	101	100	98	19	1
6	CCOC(=O)c1[nH]ncc1CN1CCCC(C(=O)c2ccc(OC)cc2C)C1 (configuration not stated)
    3	95	105	4	97	-17	97	100	95	8	-4
7	COC(=O)Nc1nnc(Cc2ccc(OC)cc2)s1
    10	103	101	/	103	-22	109	100	106	9	0
8	Cc1cccc(N(CC(=O)NC2CCCC2)C(=O)c2cc3cc4cccc(C)c4nc3s2)c1C
    5	98	102	/	102	67*	101	100	102	12	2
9	O=c1ccc2ccc(Oc3ccc([N+](=O)[O-])cc3[N+](=O)[O-])cc2o1
    1	90	94	/	95	18	93	94	89	9	-6
10	CC(=O)Nc1c(NC(C)C)c2ccccc2oc1=O
    8	102	96	/	105	-14	105	105	108	15	0
11	CCCCNC(=O)CSc1nc2n[nH]c(C)c2c(=N)n1-c1cccc(Cl)c1C
    8	99	101	-45	102	-2	103	100	100	-15	/
12	Cc1cccc(CSc2ncc(CO)n2C)c1
    35	99	98	/	101	-6	101	99	102	26	-2
13	CCNC(=S)N1CCN(CC(=O)Nc2ccc(Br)cc2)CC1
    8	98	101	16	97	-29	100	99	100	13	-4
14	C#CCSc1[nH]c(=O)cc(C)c1C#N
    6	89	97	-14	92	-7	87	92	90	14	-4
15	CCOc1ccc(N2CC(C(=O)Nc3ccccc3F)CC2=O)cc1 (configuration not stated)
    7	101	99	/	103	-3	105	101	106	17	-3
16	Cc1cc(NC(=O)Cn2c(C)nc3ccccc3c2=O)ccc1Br
    16	98	97	-4	97	-10	98	99	97	16	-3
17	C=C(C)Cn1c(-c2cccs2)n[nH]c1=S
    10	84	89	/	88	-57	92	87	87	-3	-5
18	CN(C)C(=O)C[n+]1cccc(/C=N/O)c1
    13	99	95	13	97	-14	100	95	96	11	-1
19	Cc1ccc(S(=O)(=O)N(C)Cc2nc(-c3ccncc3)no2)cc1
    50*	95	95	/	99	-6	97	99	99	7	-1
20	COc1ccc(-c2csc(NC(=O)CSc3nnc(Nc4ccccc4C)s3)n2)cc1
    9	95	98	-3	93	-52	93	98	97	-2	-2
21	CSC1=NCCN1C(=O)C12CC3CC(CC(C3)C1)C2
    18	95	99	-18	95	-1	96	96	95	30	-4
22	O=C(c1ccco1)N1CCN(C(=O)C2CCN(S(=O)(=O)c3cccs3)CC2)CC1
    32	99	100	3	100	-20	102	100	101	11	0
23	CCOC(=O)c1nn(-c2ccc(OC)cc2)c(=O)c2c(N)scc12
    4	99	100	/	100	-4	103	100	103	29	-4
24	O=C(CSc1nc2ccccc2c(=O)n1CCCO)N1CCc2ccccc21
    5	99	103	12	102	-18	102	99	104	7	0
25	CC(=O)N1CN(S(=O)(=O)c2ccc(C)cc2)CC1C (configuration not stated)
    2	99	99	/	99	-7	101	101	100	7	-4
26	CCc1ccc(N2CC34C=CC(O3)C(C(=O)OC(C)C)C4C2=O)cc1 (configuration not stated)
    24	102	103	/	102	10	108	106	106	1	-3
27	CC(C)Oc1cccc(C(=O)C2CCCN(Cc3cnc(N4CCCC4)s3)C2)c1 (configuration not stated)
    10	99	95	0	97	-27	100	95	96	1	-2
28	OCCNc1nc(N2CCN(Cc3ccccc3)CC2)nc2ccccc12
    10	104	103	/	106	22	109	106	108	46	4
29	Cc1ccc(C(=O)Nc2cccnc2)cc1S(=O)(=O)N1CCCCC1
    12	96	102	-6	97	13	96	97	96	17	1
30	O=C(CCC(=O)NNC(=O)COc1ccc(Br)cc1Br)NCc1ccccc1
    11	97	96	7	96	-27	96	98	94	0	1

The results go on.
Below each SMILES – Avidin bead fluor	Rac1 mut GTP	Rab7 wt GTP bind	Pf gametocyte	HRas wt GTP	Mcl1 Bid PPI	Rac1 wt GTP bind	Rab2A wt mod	Cdc42 wt	Mcl1 Noxa PPI	Mcl-1 Bim block
31	CCOC(=O)c1ccc2c(c1)NC(=O)C(N1CCN(c3ccc(OC)cc3)CC1)S2 (configuration not stated)
    7	98	102	/	102	-15	101	100	102	3	0
32	NS(=O)(=O)c1ccc(CNC(=O)/C=C/c2ccc(Cl)c(Cl)c2)cc1
    11	99	97	-26	98	1	101	99	100	14	-5
33	Cc1ccc(S(=O)(=O)N2CCOCC2)c(C)c1-n1cnnn1
    7	104	104	/	108	-21	106	108	108	9	-3
34	Nc1nc(CSC(=S)N2CCOCC2)nc(Nc2ccc(F)cc2)n1
    4	99	98	5	99	-24	102	102	104	4	4
35	O=c1oc2ccccc2n1CCc1ccccc1
    38	98	99	2	100	-6	101	99	101	15	9
36	O=C(COC(=O)c1cn(-c2ccccc2)nc1-c1cccnc1)NC1CC1
    27	96	101	-9	98	-19	98	99	95	29	0
37	CC1CN=C(N(C(=O)Nc2ccccc2)c2ccc(S(=O)(=O)N3CCOCC3)cc2)S1 (configuration not stated)
    5	105	100	/	103	-6	113	102	107	2	1
38	Cc1ccc(Nc2ncnc3sc(C)c(C)c23)cc1
    21	99	98	/	100	-1	103	99	101	11	-3
39	CCOC(=O)N1CCN(CCC(=O)c2ccc(Cl)cc2)CC1
    10	91	90	-2	92	18	91	90	90	11	0
40	CCOc1ccc(-c2nc(-c3cccnc3)no2)cc1
    7	100	98	/	102	-9	100	100	100	-10	-1
41	CC1CCCC(C)N1CC(O)COCC1COc2ccccc2O1 (configuration not stated)
    14	101	95	/	103	-6	99	103	102	-10	0
42	Oc1ccc(/C=N/n2c3ccccc3c3ccccc32)cc1
    13	101	100	/	103	-5	99	103	102	8	-1
43	COc1ccc(NS(=O)(=O)c2cccc(-c3nnc4n3CCCCC4)c2)cc1
    9	105	104	/	107	-31	108	107	110	4	0
44	O=c1c(Cl)c(N2CCN(S(=O)(=O)c3ccccc3)CC2)cnn1-c1ccccc1
    2	103	102	-16	103	-9	105	100	98	15	0
45	O=C(NCc1ccc(F)cc1)c1ccc(CS(=O)(=O)Cc2ccc(F)cc2)o1
    3	101	107	/	102	-1	106	106	103	-10	0
46	CCC(c1nnnn1Cc1ccc(F)cc1)N1CCN(C)CC1 (configuration not stated)
    5	96	98	/	98	-18	102	98	96	4	-3
47	CCOc1cc(N2CCOCC2)c(OCC)cc1NC(=O)CCC1CCCC1
    13	98	98	/	102	-68	105	101	102	14	-4
48	COc1cccc(OC)c1C(=O)Nc1cc(C)on1
    11	97	98	/	99	-20	98	98	100	1	-1
49	OC1(Cc2ccn[nH]2)CCCCC1
    6	100	102	/	101	-10	104	101	102	3	0
50	CN(C)C=Nc1ncc2c([nH]c3ccccc32)c1C#N
    22	101	100	-16	102	6	107	102	104	17	4
51	CN(Cc1ccccc1)S(=O)(=O)c1ccc(Cl)c(C(=O)NCc2ccc3c(c2)OCO3)c1
    4	93	100	-2	99	-12	101	100	99	33	-4
52	O=C1Nc2ccccc2/C1=N\c1sc2c(c1C(=O)Nc1ccccc1)CCCC2
    4	99	99	1	100	-25	103	98	99	-3	1
53	Cc1cccc(OC(=O)c2ccc3nccnc3c2)c1
    4	98	96	/	98	15	100	97	98	25	1
54	COc1ccc(NC(=S)NNC(=O)Cn2nc(C(F)F)cc2C(F)F)cc1
    1	101	100	8	101	-68	102	100	104	-7	-9
55	O=C(c1cn(-c2ccccc2)nc1-c1cccs1)N1CCN(c2ccccc2)CC1
    12	98	102	/	100	-24	103	100	102	11	-2
56	O=C1OCC2=C1C(c1ccc(F)cc1)c1cc3c(cc1N2)OCO3 (configuration not stated)
    24	95	101	-12	99	-39	98	96	96	12	-1
57	Cn1c(CN2CCCCC2)nc2cc(NC(=O)c3ccc(F)cc3)ccc21
    22	99	98	11	100	-30	102	98	101	3	0
58	CCOC(=O)c1ccc(Nc2nc(C)cc(=O)[nH]2)cc1
    14	98	92	-15	98	-32	97	97	98	-5	/
59	O=C(Nc1c[nH]c(=O)[nH]c1=O)c1ccc([N+](=O)[O-])cc1
    9	96	102	-18	95	-21	97	98	98	15	0
